# Casp7 inh = qHTS Assay for Allosteric/Competitive Inhibitors of Caspase-7 | P55210 | recombinant caspase-7, Ac-DEVD-AFC fluorescence rate | Potency, µM (highest dose often 57.5 µM), inactives show top-dose activity change, negative = inhibition, actives largely listed as inhibitors | 75,000 compounds, 0.02% hits | AID 889, 2007; active means well fitted inhibition curve with a large enough effect in the main read-out, with a control signal flat, not every such curve was filed as active; inconclusive means small, poorly fitted or top-dose-only effect, or a change in a side signal; further: potency means the concentration at half of the fitted maximal effect; % of control where 0% means no effect
# UbGFP stabilizer = Ubiquitin-GFP Assay; Ubiquitin-GFP reporter cells, proteasome inhibition, GFP fluorescence; response scale: untreated = 0%, 10 µM MG-132 = 100%; Potency, µM (titrated, usually from 45.9 µM), without a hit: at the top dose activation (GFP accumulation), usual class: activators; 67,000 tested, under 10 active; active means well fitted activation curve with a large enough effect, not every such curve was filed as active; inconclusive means small, poorly fitted or top-dose-only effect, or another doubt; inactive means no such curve, though single readings can be large or run the other way; further: potency means the concentration at half of the fitted maximal effect
#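 Reporter cells (U2OS, ubiquitin-G76V-GFP fusion) are plated overnight, then treated 4 hr at 37 °C with compound titrations from 46 uM down to 2.9 nM. Activity is scaled against untreated cells and 10 uM MG-132.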
# BRCT inh green = qHTS Assay for Inhibitors of BRCT-Phosphoprotein Interaction (Green Fluorophore); 75,000 compounds, 0.05% hits; AID 875, 2007; Potency, µM (titrated, usually from 76.9 µM), inactives show at the top dose activity change, negative = inhibition, usual class: inhibitors; BRCA1 BRCT-phosphopeptide binding, green fluorescence polarization;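 further: potency means the concentration at half of the fitted maximal effect; plate controls were peptide without protein for full effect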
#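 Compounds were incubated for 12 min at room temperature with a complex of 100 nM fluorescein-tagged pBACH1 decapeptide and 250 nM His-tagged BRCT protein. Buffer was phosphate pH 7.3 with EDTA, DTT and Tween 20. Disruption of binding lowers the polarization signal.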
# HEK293 cAMP cs = qHTS Assay for Agonists of the Thyroid Stimulating Hormone Receptor: Activators of Intracellular cAMP Concentrations in Parental HEK 293 | Potency, µM (top dose mostly 57.1 µM), for the others: at the top dose activation, usual class: activators | parental HEK293 CNG cAMP sensor, membrane potential fluorescence | AID 938, 2007 | 73,000 compounds, 2.5% hits; further: potency means the concentration at half of the fitted maximal effect; % of control where 0% means no effect; nearly all actives have a fitted effect of over 55% in size
#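 Parental HEK 293 cells stably expressing a cAMP-gated CNG channel were loaded with membrane potential dye containing 100 uM RO 20-1724 for 60 min. Compound added for 30 min; depolarization read as fluorescence intensity at 590 nm.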
# Epigenetic mod = qHTS Assay for Epigenetic Modulators; mouse C127i GFP locus derepression, cytometry, 30 h; Potency, µM (titrated, usually from 46.1 µM), for the others: at the highest dose GFP derepression (activation); 68,000 compounds, 0.09% hits; further: % of control where 0% means no effect
#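 Read-out is the number of GFP-positive cells, scored as fluorescent objects 20 to 120 um wide, reflecting derepression of a silenced CMV-GFP reporter in murine C127i cells after 30 h compound exposure at 37 C.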
# 4-MU autofl = qHTS Assay for Spectroscopic Profiling in 4-MU Spectral Region; compound autofluorescence, 340/450 nm, 4-MU equivalents; hits give high values; max dye-equivalent concentration, M; 59,000 compounds, 11% hits; AID 589, 2007; in the data active means max dye-equivalent concentration above about 10 nM; inconclusive means mostly about 1.1 nM to 9.6 nM
#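 Compounds in 100 mM Tris, pH 8.0, incubated 15 min at room temperature, then fluorescence read at 340 nm excitation/450 nm emission. Signal converted to 4-MU dye-equivalent concentration using an on-plate six-point 4-MU standard curve.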
# BRCT PPI red = qHTS Assay for Inhibitors of BRCT-Phosphoprotein Interaction (Red Fluorophore) | Breast cancer type 1 susceptibility protein (Homo sapiens), P38398 | BRCT-phosphopeptide binding, red fluorescence polarization | AID 892, 2007 | Potency, µM (top dose mostly 76.9 µM), for the others: at the highest dose activity change, negative = inhibition, actives largely listed as inhibitors | 75,000 compounds, 0.03% hits; further: on the % scale 0 is the no-effect control and ±100 the full control effect
#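 Rhodamine-labelled pBACH1 10-mer (100 nM) bound to BRCT domain (100 nM) at pH 7.3; compounds incubated 12 min room temperature, polarization read. Free peptide defines full inhibition; unlabelled decapeptide titrated as control.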
# A350 autofl = qHTS Assay for Spectroscopic Profiling in A350 Spectral Region; Compound autofluorescence, 340/450 nm, Alexa 350 dye-equivalents; hits give high values; max dye-equivalent concentration, M; 59,000 compounds, 11% hits; AID 590, 2007; in the data active means max dye-equivalent concentration above about 10 nM; inconclusive means mostly about 1.1 nM to 9.6 nM
# Casp1 inh = qHTS Assay for Allosteric/Competitive Inhibitors of Caspase-1; Potency, µM (highest dose often 57.5 µM), for the others: at the highest dose activity change, negative = inhibition, actives largely listed as inhibitors; 75,000 compounds, 0.03% hits; Caspase-1 enzyme, Ac-WEHD-AFC fluorogenic rate;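 further: potency means the concentration at half of the fitted maximal effect; plate controls were vehicle for no effect and no substrate for full effect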
# Fluorescein fluor = qHTS Assay for Spectroscopic Profiling in Fluorescein Spectral Region | Compound autofluorescence, 480/540 nm, fluorescein-equivalent; hits give high values | max fluorescein-equivalent concentration, M | 59,000 compounds, 0.91% hits | AID 593, 2007; in the data active means max fluorescein-equivalent concentration above about 10 nM; inconclusive means between about 1.1 nM and that limit
#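 Autofluorescence profiling; 100 mM Tris, pH 8.0; incubation 15 min at RT; ex/em 480/540 nm; result as fluorescein-equivalent concentration.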
# USP2a inh = qHTS Assay for Inhibitors of Ubiquitin-specific Protease USP2a. Ubiquitin carboxyl-terminal hydrolase 2 (Homo sapiens), O75604. USP2a enzymatic assay, qHTS inhibition. Potency, µM (top dose mostly 38.3 µM), for inactives: at the top dose activity change, negative = inhibition, hits mostly inhibitors. 60,000 compounds, 0.1% hits. AID 927, 2007;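 further: potency means the concentration at half of the fitted maximal effect; nearly all actives have a fitted effect of over 60% in size; plate controls were DMSO for no effect and NEM full inhibition control for full effect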
#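 Inhibition is measured in a cell-free coupled assay with 20 nM USP2 core, 20 nM Ub-PLA2 and 20 uM NBD C6-HPC, 2.5 h incubation. Activity normalized to NEM control.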
# * = called active by the depositor; i = inactive; ? = inconclusive; . = not tested or not shown; & = joins results of further samples; [ ] = remark or other dose. Unless noted, the call rests on the fitted dose curve; in most records, active means well fitted curve in the direction sought with a large enough effect; inconclusive means small, poorly fitted or top-dose-only effect, or another doubt; inactive means no such curve, though single readings can be large; an effect the other way counts as inactive or inconclusive. The list is partial. The share of hits here may be higher or lower than overall.
nr	Molecule	Casp7 inh	UbGFP stabilizer	BRCT inh green	HEK293 cAMP cs	Epigenetic mod	4-MU autofl
1	O=C(COC(=O)C1CCCCC1C(=O)N1CCc2ccccc21)NCc1ccco1 (stereo not drawn)	-12%	-2%	-1.0%	20µM*	-1%	i
2	CCOC(=O)C1CCCN(C(=O)CN2C(=O)COc3ccc(C(C)(C)C)cc32)C1 (stereo not drawn)	1%	0%	-0.2%	22%	0%	i
3	CCn1c(Cc2ccccc2)nnc1SCC(=O)Nc1ccc2c(c1)OCO2	-1%	25%	-1.6%	13%	1%	i
4	COc1ccc2c(c1)c1nc(SCC(C)C)n(CCO)c(=O)c1n2C	-4%	13%	-1.3%	-5%	0%	.
5	Cc1nc2ccccc2c(=O)n1NC(=O)c1ccccc1Cl	6%	-8%	-1.7%	5%	0%	i
6	Cn1c(=O)n(Cc2ccco2)c(=N)c2c3c(sc21)CCC3	-5%	12%	-0.2%	20%	11%	i
7	COc1ccc(S(=O)(=O)Cc2ccc(C(=O)NCc3ccccn3)o2)cc1	-3%	-11%	0.7%	-2%	.	.
8	O=C(CC(C(=O)O)C1CCCO1)NCCc1ccc2c(c1)OCO2 (stereo not drawn)	0%	5%	-0.4%	?	3%	i
9	CC(C)(C)C(=O)Cn1c(=O)n(CC2CCCO2)c(=O)c2ccccc21 (stereo not drawn)	1%	5%	0.4%	19%	2%	i
10	COc1cccc(C2NC(C)(C(=O)O)C3C(=O)N(C(C)C)C(=O)C23)c1O (stereo not drawn)	2%	3%	-3.9%	?	.	.

nr	BRCT PPI red	A350 autofl	Casp1 inh	Fluorescein fluor	USP2a inh
1	-0.4%	i	0%	i	25%
2	0.6%	i	-2%	i	6%
3	0.2%	i	1%	?	4%
4	0.5%	.	5%	.	.
5	-1.8%	i	1%	i	3%
6	-0.1%	i	-1%	i	13%
7	1.9%	.	2%	.	.
8	-0.2%	i	-1%	i	-8%
9	-2.2%	i	-1%	i	7%
10	0.7%	.	-2%	.	.

# The results go on:
nr	Molecule	Casp7 inh	UbGFP stabilizer	BRCT inh green	HEK293 cAMP cs	Epigenetic mod	4-MU autofl
11	Cc1csc(SCC(=O)N2CCN(S(=O)(=O)c3ccccc3)CC2)n1	-2%	3%	-1.2%	-2%	0%	i
12	CCc1nnc(NC(=O)CSc2nnc(-c3ccncc3)n2Cc2ccccc2)s1	-2%	-1%	0.6%	8%	2%	i
13	N#Cc1c(SCC(=O)N2CCOCC2)nsc1SCC(=O)N1CCOCC1	1%	-6%	0.6%	-1%	1%	.
14	COCCCNc1nc2c(c(=O)[nH]c(=O)n2C)n1CC(O)COc1ccccc1C (stereo not drawn)	-1%	3%	0.5%	17%	7%	.
15	Cn1c(NC(=O)c2ccc(F)c(F)c2)cc(=O)n(C)c1=O	-1%	4%	-0.2%	17%	.	.
16	CC(=O)Nc1nonc1-c1nc2ccccc2n1Cc1ccccn1	0%	2%	-0.7%	12%	4%	i
17	NCC1CCC(N)C(O[C@@H]2C(O)[C@H](O[C@H]3OC(CO)C(O)C(N)C3O)[C@@H](N)C[C@H]2N)O1 (stereo partly drawn)	0%	.	-1.7%[3.08 µM]	.	.	.
18	COCCn1c(C(C)C)nc2oc3ccccc3c(=O)c2c1=O	0%	26%	-0.7%	?	-3%	?
19	O=c1[nH]n(-c2ccccc2)c(=O)c2ccccc12	-2%	6%	-2.7%	?	0%	.
20	COCCCNc1nc2c([nH]1)c(=O)[nH]c(=O)n2C	0%	10%	-0.5%	-2%	0%	i

nr	BRCT PPI red	A350 autofl	Casp1 inh	Fluorescein fluor	USP2a inh
11	0.4%	?	1%	?	1%
12	-1.2%	?	-1%	i	-10%
13	-1.2%	.	-2%	.	-6%
14	-0.2%	.	3%	.	.
15	0.7%	.	-5%	.	.
16	1.0%	i	1%	i	5%
17	0.6%	.	0%	.	-13%
18	1.5%	?	2%	i	3%
19	-0.3%	.	0%	.	.
20	1.4%	i	-2%	i	-2%

# Other records:
nr	Molecule	Casp7 inh	UbGFP stabilizer	BRCT inh green	HEK293 cAMP cs	Epigenetic mod	4-MU autofl
21	C/C=C\C1=C(CO)[C@H](O)[C@H]2O[C@H]2[C@H]1O	0%[11.5 µM]	.	1.7%[15.4 µM]	6%[11.4 µM]	.	.
22	NC(=O)Cn1cnc(-c2ccccc2)c1	-8%	3%	-3.5%	9%	0%	i
23	COc1ccc(Cc2nnc3c4cnn(C)c4ncn23)cc1	2%	5%	-1.6%	4%	2%	i
24	Cc1cccc(N2CC34C=CC(O3)C(C(=O)O)C4C2=O)c1 (stereo not drawn)	0%	0%	1.1%	1%	-1%	i
25	CCN(CC)C(=O)C(C)N(C#N)c1nc(NC(C)C)nc(NC(C)C)n1 (stereo not drawn)	0%	-10%	-0.8%	23%	-2%	.
26	Cc1cc(C)c(S(=O)(=O)Nc2ccc(OCC(=O)O)cc2)c(C)c1	0%	-7%	0.6%	-1%	.	.
27	CCOc1ccccc1NC(=O)CSc1nnc(-c2ccco2)o1	0%	.	1.8%	15%	.	.
28	CCCCOc1ccc(OCCCN2CCOCC2)cc1	0%	0%[20.5 µM]	-0.7%[3.08 µM]	5%[25.6 µM]	6%&4%[20.6 µM]	i
29	O=C(NCCCN1CCCC1)c1cccc(N2CCCC2=O)c1	0%	-5%	-0.9%	4%	2%	i
30	CCCn1nc(NS(=O)(=O)c2ccccc2)c2cc3ccccc3nc21	-1%	8%	0.5%	?	3%	i

nr	BRCT PPI red	A350 autofl	Casp1 inh	Fluorescein fluor	USP2a inh
21	-1.1%[15.4 µM]	.	1%[11.5 µM]	.	.
22	1.5%	i	1%	i	.
23	0.4%	i	2%	?	-5%
24	1.0%	i	1%	?	-8%
25	0.4%	.	1%	.	9%
26	-1.7%	.	-1%	.	.
27	0.9%	.	-2%	.	.
28	-0.3%	i	2%	?	41%[activator]
29	0.1%	i	-3%	i	1%
30	0.8%	i	-2%	i	28%

# Next part (4 carried over from the part before).
nr	Molecule	Casp7 inh	UbGFP stabilizer	BRCT inh green	HEK293 cAMP cs	Epigenetic mod	4-MU autofl
27	CCOc1ccccc1NC(=O)CSc1nnc(-c2ccco2)o1	0%	.	1.8%	15%	.	.
28	CCCCOc1ccc(OCCCN2CCOCC2)cc1	0%	0%[20.5 µM]	-0.7%[3.08 µM]	5%[25.6 µM]	6%&4%[20.6 µM]	i
29	O=C(NCCCN1CCCC1)c1cccc(N2CCCC2=O)c1	0%	-5%	-0.9%	4%	2%	i
30	CCCn1nc(NS(=O)(=O)c2ccccc2)c2cc3ccccc3nc21	-1%	8%	0.5%	?	3%	i
31	COc1ccccc1CNC(=O)Cn1cnc2ccccc2c1=O	-1%	4%	-2.0%	12%	7%	i
32	O=C(OCc1nnc(-c2ccccc2)o1)c1ccc2c(c1)OCCO2	-3%	3%	4.4%	13µM*	4%	i
33	Cc1nc(NCc2ccccc2)c2nc(-c3ccccc3)n(CC3CCN(C)CC3)c2n1	0%	4%	-1.7%	19%	.	.
34	O=C1CC(c2ccc(Cl)cc2)n2nc(N3C(=O)CCC3=O)nc2N1 (stereo not drawn)	0%	4%	0.6%	3%	0%	i
35	CC(C1CC1)N(C(=O)c1ccccc1O)c1ccccc1 (stereo not drawn)	1%	-10%	0.1%	23%	-2%	.
36	N#CC(=C1CCCC1)c1nc(-c2ccccc2O)cs1	-1%	1%	7.0%	?	-1%	i
37	Cc1cccc(NC(=O)CCN2C(=O)C3C4C=CC(C4)C3C2=O)n1 (stereo not drawn)	-2%	8%	-1.6%	?	0%	i
38	CC(C)C(NC(=O)OCc1ccccc1)C(=O)OCC(=O)N1C(C)CCCC1C (stereo not drawn)	-1%	-5%	-4.0%	5%	-1%	3.7e-08M*
39	COc1ccc(N2CCN(C(c3ccccc3)c3nnnn3Cc3ccc(F)cc3)CC2)cc1 (stereo not drawn)	1%	-2%	-3.3%	9%	0%	i
40	Cc1ccc2c(CC(=O)OC3CCOC3=O)coc2c1 (stereo not drawn)	-1%	7%	-1.5%	?	2%	i

nr	BRCT PPI red	A350 autofl	Casp1 inh	Fluorescein fluor	USP2a inh
27	0.9%	.	-2%	.	.
28	-0.3%	i	2%	?	41%[activator]
29	0.1%	i	-3%	i	1%
30	0.8%	i	-2%	i	28%
31	-0.3%	?	1%	i	0%
32	0.0%	i	-3%	i	14%
33	1.0%	.	0%	.	.
34	0.5%	i	1%	i	3%
35	-2.2%	.	-2%	.	4%
36	0.5%	i	-5%	?	41%[activator]
37	0.5%	i	1%	i	-1%
38	-3.1%	4.8e-08M*	2%	i	4%
39	-0.3%	i	-4%	i	.
40	-0.7%	i	-1%	i	11%
